# VLA-4 inh: inhibition in a human VLA-4 binding assay | inhibition, % (about 7 µM as worked out from the volumes in the protocol) | VLA-4 expressing cells, ligand binding flow cytometry | AID 2557 | P13612 | hit rate 0.2% among 330,000; in the data active = inhibition above about 50%
# Target sequence (P13612 whole entry, looked up): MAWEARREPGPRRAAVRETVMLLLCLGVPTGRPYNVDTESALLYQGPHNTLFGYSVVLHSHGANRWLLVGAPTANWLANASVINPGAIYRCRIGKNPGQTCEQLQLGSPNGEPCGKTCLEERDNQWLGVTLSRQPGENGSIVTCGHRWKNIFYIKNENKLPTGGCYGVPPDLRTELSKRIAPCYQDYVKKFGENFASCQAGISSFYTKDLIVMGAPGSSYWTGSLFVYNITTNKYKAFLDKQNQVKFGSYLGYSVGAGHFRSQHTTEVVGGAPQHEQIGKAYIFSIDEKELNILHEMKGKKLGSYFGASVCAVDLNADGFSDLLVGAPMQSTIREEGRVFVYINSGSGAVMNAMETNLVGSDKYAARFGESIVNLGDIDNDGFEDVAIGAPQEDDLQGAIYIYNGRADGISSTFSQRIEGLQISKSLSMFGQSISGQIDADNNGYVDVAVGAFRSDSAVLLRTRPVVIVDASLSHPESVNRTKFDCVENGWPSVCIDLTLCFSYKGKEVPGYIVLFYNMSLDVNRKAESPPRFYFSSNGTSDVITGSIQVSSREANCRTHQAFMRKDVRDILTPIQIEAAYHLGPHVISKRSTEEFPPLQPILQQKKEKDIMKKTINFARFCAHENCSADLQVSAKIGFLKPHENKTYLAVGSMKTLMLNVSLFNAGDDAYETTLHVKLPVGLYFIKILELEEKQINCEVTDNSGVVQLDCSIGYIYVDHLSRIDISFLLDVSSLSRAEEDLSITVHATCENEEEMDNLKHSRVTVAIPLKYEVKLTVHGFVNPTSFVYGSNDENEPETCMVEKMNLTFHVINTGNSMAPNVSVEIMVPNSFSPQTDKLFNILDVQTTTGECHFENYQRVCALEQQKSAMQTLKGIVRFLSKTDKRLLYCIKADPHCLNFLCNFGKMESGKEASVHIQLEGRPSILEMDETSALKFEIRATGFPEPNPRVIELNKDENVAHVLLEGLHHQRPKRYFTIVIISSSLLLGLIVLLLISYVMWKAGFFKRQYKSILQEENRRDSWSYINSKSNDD
# GRK2 aptamer HTS: blocks RNA aptamer binding to human GRK2 | bead flow cytometry, FAM-aptamer displacement from GRK2 | inhibition of aptamer binding, % at 10 µM | hit rate 0.59% among 330,000;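 active = inhibition of aptamer binding above 40%, roughly 3 SD of noise, on plates passing a quality check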;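 also: median bead fluorescence of bound FAM aptamer so fluorescent compounds give negative values; no value below 0 was filed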
# LAP4 TOR yeast: alters LAP4-GFP fluorescence in TOR pathway yeast screen; hit rate 0.34% among 320,000; S. cerevisiae LAP4-GFP multiplex, flow cytometry GFP, 3 h; median GFP as percent of DMSO wells; AID 2023; GFP response vs DMSO, % at 10 µM;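 active = GFP response vs DMSO above a set limit, about the screen mean plus 3 SD, cut at about 150% in these data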
# RPL19A-GFP yeast: modulators of TOR pathway RPL19A-GFP in S. cerevisiae | S. cerevisiae RPL19A-GFP strain, flow cytometry, 3 h; active compounds read low | hit rate 0.3% among 330,000 | percent response vs DMSO, % at 10 µM;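 active = percent response vs DMSO below 50%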;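 also: median channel GFP fluorescence of the barcoded RPL19A-GFP strain; ratio of sample median GFP to plate DMSO average so 100% = DMSO; lower means less RPL19A-GFP as with rapamycin TOR inhibition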
# CR mimetic SO: caloric restriction mimetics inhibiting age-related superoxide in yeast | hit rate 0.18% among 330,000 | AID 2690 | superoxide response (% of plate mean), % at 10 µM | S. cerevisiae aged cells, superoxide DHE fluorescence; active compounds read low;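 active = superoxide response under a set limit, about three screen SD below normal, cut at about 65% in these data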;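 also: yeast aged for seven days with compound at 30 °C before DHE staining; 100% = average MFI of all compound-treated wells on the plate with controls excluded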
# CIT2 TOR yeast: yeast TOR pathway CIT2-GFP modulation; hit rate 0.065% among 320,000; GFP response vs DMSO, % at 10 µM; S. cerevisiae CIT2-GFP strain, flow cytometry, 3 h; 100 means same as DMSO wells;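 active = GFP response relative to DMSO above a set limit, near the screen mean plus 3 SD, cut at about 150% in these data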;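 also: ratio of well median GFP fluorescence to mean of DMSO wells on the plate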
# MEP2 TOR yeast: yeast TOR pathway MEP2-GFP modulation; S. cerevisiae MEP2-GFP strain, flow cytometry GFP, 3 h; 100% = DMSO control level; GFP response vs DMSO, % at 10 µM; hit rate 0.51% among 330,000; AID 2016;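 active = GFP response versus DMSO above a set limit, roughly screen mean plus 3 SD, cut at about 180% in these data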;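 also: median GFP fluorescence of the barcode-gated MEP2-GFP cells per well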
# AGP1-GFP MLPCN: yeast TOR pathway AGP1-GFP modulation; S. cerevisiae AGP1-GFP multiplex flow cytometry, 3 h; GFP as percent of DMSO wells; GFP response vs DMSO, % at 10 µM; hit rate 0.02% among 320,000; AID 2066;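 active = GFP response relative to DMSO above a set limit, near screen average plus 3 SD, cut at about 150% in these data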;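 also: median GFP channel fluorescence of the gated AGP1 strain per well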
# * marks the source's active call; other numbers are inactive results; nt = not tested or not shown.
# The opening 19 compounds, to show the layout:
SMILES,VLA-4 inh,GRK2 aptamer HTS,LAP4 TOR yeast,RPL19A-GFP yeast,CR mimetic SO,CIT2 TOR yeast,MEP2 TOR yeast,AGP1-GFP MLPCN
CC(=O)NC1(c2nnnn2CCOC(=O)Nc2ccc(Cl)cc2)CCCC1,6,1,104,104,80,105,105,105
CC(=O)c1cccc(NC(=O)N2CCCC2C(=O)Nc2ccc3c(c2)OCCO3)c1 (stereo unspecified),6,0,95,93,85,99,91,96
COC(=O)COc1ccc(S(=O)(=O)Nc2ccccc2SC)cc1,-23,0,107,102,112,109,94,106
O=C(NNC(=S)Nc1ccccc1Cl)c1ccccc1Br,-14,0,76,102,105,74,96,87
Cn1c(SCC(=O)O)nnc1-c1ccc2ncccc2c1,6,2,109,97,106,117,91,115
CN1/C(=C\C(=O)C[n+]2ccc(C(=O)c3ccccc3)cc2)C(C)(C)c2ccccc21,-144,0,86,105,130,71,104,87
O=C(CCCN1C(=O)/C(=C/c2cccs2)SC1=S)Nc1cccc(C(=O)O)c1,5,95*,101,96,107,99,101,96
O=C(COc1ccc2ccccc2c1)N1CCN(C(=O)c2ccc([N+](=O)[O-])cc2)CC1,6,0,98,93,102,88,97,95
CCOC(=O)c1sc(=NC(=O)c2ccc(C)cc2)n(C)c1C,8,0,92,102,101,98,103,92
CCOC(=O)CC(=O)Nc1cc(Cl)ccc1O,-30,0,104,98,111,108,109,109
CC(=O)NS(=O)(=O)c1ccc(NC(=O)c2ccc3c(c2)NC(=O)CS3)cc1,3,3,94,101,84,111,104,102
COc1ccc(CNC(=O)c2n[nH]c3ccccc23)cc1OC,9,4,107,92,94,98,95,104
O=C(N/N=C/c1ccc([N+](=O)[O-])cc1)c1cnccn1,4,0,109,99,92,90,98,102
COc1ccccc1CC(=O)Nc1cc(C)ccn1,4,1,95,101,94,97,95,100
CC(C)N(C)CCOC(=O)C1COc2ccccc2O1 (stereo unspecified),16,0,104,95,101,90,90,100
Cc1nn(C)c(C)c1C1C(C#N)=C(N)Oc2n[nH]c(C)c21 (stereo unspecified),11,0,96,103,96,99,99,101
CCOC(=O)NC1Cc2ccccc2C1Sc1ccccn1 (stereo unspecified),-10,3,97,98,71,100,100,100
CCOC(=O)c1cc(C(=O)OCC)cc(-n2c(C)cc(C(=O)CN3CCOCC3)c2C)c1,-10,0,98,96,110,93,97,99
CCN(c1ccccc1)S(=O)(=O)c1ccc(C(=O)Nc2ccccc2OC)cc1,7,2,94,99,80,117,105,103

# The listing, from the first entry:
SMILES,VLA-4 inh,GRK2 aptamer HTS,LAP4 TOR yeast,RPL19A-GFP yeast,CR mimetic SO,CIT2 TOR yeast,MEP2 TOR yeast,AGP1-GFP MLPCN
CC(=O)NC1(c2nnnn2CCOC(=O)Nc2ccc(Cl)cc2)CCCC1,6,1,104,104,80,105,105,105
CC(=O)c1cccc(NC(=O)N2CCCC2C(=O)Nc2ccc3c(c2)OCCO3)c1 (stereo unspecified),6,0,95,93,85,99,91,96
COC(=O)COc1ccc(S(=O)(=O)Nc2ccccc2SC)cc1,-23,0,107,102,112,109,94,106
O=C(NNC(=S)Nc1ccccc1Cl)c1ccccc1Br,-14,0,76,102,105,74,96,87
Cn1c(SCC(=O)O)nnc1-c1ccc2ncccc2c1,6,2,109,97,106,117,91,115
CN1/C(=C\C(=O)C[n+]2ccc(C(=O)c3ccccc3)cc2)C(C)(C)c2ccccc21,-144,0,86,105,130,71,104,87
O=C(CCCN1C(=O)/C(=C/c2cccs2)SC1=S)Nc1cccc(C(=O)O)c1,5,95*,101,96,107,99,101,96
O=C(COc1ccc2ccccc2c1)N1CCN(C(=O)c2ccc([N+](=O)[O-])cc2)CC1,6,0,98,93,102,88,97,95
CCOC(=O)c1sc(=NC(=O)c2ccc(C)cc2)n(C)c1C,8,0,92,102,101,98,103,92
CCOC(=O)CC(=O)Nc1cc(Cl)ccc1O,-30,0,104,98,111,108,109,109
CC(=O)NS(=O)(=O)c1ccc(NC(=O)c2ccc3c(c2)NC(=O)CS3)cc1,3,3,94,101,84,111,104,102
COc1ccc(CNC(=O)c2n[nH]c3ccccc23)cc1OC,9,4,107,92,94,98,95,104
O=C(N/N=C/c1ccc([N+](=O)[O-])cc1)c1cnccn1,4,0,109,99,92,90,98,102
COc1ccccc1CC(=O)Nc1cc(C)ccn1,4,1,95,101,94,97,95,100
CC(C)N(C)CCOC(=O)C1COc2ccccc2O1 (stereo unspecified),16,0,104,95,101,90,90,100
Cc1nn(C)c(C)c1C1C(C#N)=C(N)Oc2n[nH]c(C)c21 (stereo unspecified),11,0,96,103,96,99,99,101
CCOC(=O)NC1Cc2ccccc2C1Sc1ccccn1 (stereo unspecified),-10,3,97,98,71,100,100,100
CCOC(=O)c1cc(C(=O)OCC)cc(-n2c(C)cc(C(=O)CN3CCOCC3)c2C)c1,-10,0,98,96,110,93,97,99
CCN(c1ccccc1)S(=O)(=O)c1ccc(C(=O)Nc2ccccc2OC)cc1,7,2,94,99,80,117,105,103
CC(C)OP(=O)(c1ccc(N(C)C)cc1)C(O)c1c(Cl)cccc1Cl (stereo unspecified),-9,2,101,100,94,96,101,97
CCCCN(C(=O)c1cnc2n(c1=O)CCS2)c1ccccc1,1,1,114,102,111,95,99,95
COc1ccc(NC(=O)c2ccccc2Cl)cc1NC(=O)CN1CCOCC1,26,0,116,111,109,104,123,108
CN(C)c1nc(N)c(C(=O)N=C(N)N)nc1Cl,9,5,114,102,99,98,100,99
CCc1noc(C)c1C(=O)NCCc1ccc(Cl)cc1,8,0,102,96,87,96,103,98
COc1ccc(-c2ccc(=O)n(CC(=O)Nc3ccc4c(c3)OCCO4)n2)cc1,-4,3,95,107,113,95,103,101
COC(=O)c1ccc(C(C(=O)NCc2ccccc2)N(Cc2cccs2)C(=O)c2cnccn2)cc1 (stereo unspecified),1,0,96,98,95,103,99,103
COc1cccc(NC(=O)CCN2C(=O)C3CC=CCC3C2=O)c1 (stereo unspecified),3,1,100,97,109,104,94,105
CC(C)(C)C(=O)Oc1ccc2cc(-c3ccc4ccccc4n3)c(=O)oc2c1,6,4,102,107,92,106,105,107
Cc1cc2nc(C(C)(C)C)cc(N)n2n1,-105,0,104,100,97,102,100,103
CCOc1ccc(S(=O)(=O)N(CC(=O)Nc2cccnc2)c2ccc(F)cc2)cc1,10,5,89,98,96,90,94,94
O=C(CSc1ccc(F)cc1)NNC(=O)c1ccccc1Br,3,11,91,102,89,100,102,99
CCOC(=O)CSc1ccc2nnc(-c3ccncc3)n2n1,-2,0,88,101,92,103,91,99
Cc1cccc(N2CCN(C(=O)COc3cc4oc(=O)cc(C)c4cc3Cl)CC2)c1C,0,0,92,91,124,95,97,92
O=C(Nc1nonc1NC(=O)c1cccs1)c1cccs1,-19,0,97,107,101,91,105,112
O=S(=O)(Nc1ccc(-c2nc3cccnc3s2)cc1)c1cccs1,39,2,98,100,116,96,100,101
O=C(Cc1ccccc1F)Nc1ccc(SC(F)F)cc1,9,6,102,107,75,100,106,97
C#CCNC(=O)C1=C[C@@H](c2ccc(C#C)cc2)[C@H](CCCO)[C@@H](OCC)O1,0,0,129,96,89,115,89,91
c1ccc2c(c1)CC1(CCCCC1)n1nnnc1-2,-11,9,103,95,111,101,103,103
O=C(c1ccc2c(=O)n(Cc3ccc(Cl)cc3)c(=S)[nH]c2c1)N1CCCC1,12,0,100,96,103,98,96,105
Cc1ccnc(NC(=O)CNC(=O)c2sc3ccccc3c2Cl)c1,2,2,98,100,112,95,98,99
Cc1ccsc1C(=O)N(C)CC(=O)N(CC(C)C)c1c(N)n(CC(C)C)c(=O)[nH]c1=O,0,1,97,96,105,95,98,94
CCCCc1ccc(NS(=O)(=O)N(C)C)cc1,-1,0,107,102,99,98,101,102
Cc1ccsc1/C=N/NC(=O)c1ccco1,-16,0,107,99,88,103,104,106
O=C(Nc1cc(S(=O)(=O)N2CCOCC2)ccc1N1CCCC1)C1CC1,6,0,97,105,99,96,102,106
Cc1ccc2nc(SCC(=O)N3CCN(c4ccccc4)CC3)[nH]c2c1,-1,0,104,93,93,100,95,103
O=C(CCC(=O)c1ccc(F)cc1)OCc1nnc(-c2ccc([N+](=O)[O-])cc2)o1,37,4,108,100,84,99,103,107
Cc1cccc(-n2c(SCC(=O)N(C)C3CCS(=O)(=O)C3)nc3ccccc3c2=O)c1C (stereo unspecified),9,0,98,92,106,85,89,101
c1ccc2sc(NC3=NCN(C4CCCCCC4)CN3)nc2c1,-2,4,95,95,96,102,103,97
COc1ccc2[nH]c3c(c2c1)CCC/C3=N\N,7,0,118,100,85,105,103,105
C=CCNC(=O)CC1C(=O)NCCN1Cc1c(F)cccc1Cl (stereo unspecified),5,0,103,105,91,104,105,100
Cc1cc(C)n(CCCNC(=O)CN(C)S(=O)(=O)c2ccc(Cl)cc2)n1,6,0,93,94,86,85,97,94
CC(=O)Nc1ccc(N2C(=O)c3ccc(S(=O)(=O)c4ccc(C(=O)O)cc4)cc3C2=O)cc1,8,0,91,103,116,103,103,103
O=C(N/N=C/c1ccc(OC(F)F)cc1)c1ccc(Br)cc1,0,0,104,108,109,104,114,106
CCOc1cc(N2CCOCC2)c(OCC)cc1NC(=O)COC(=O)COc1cc(C)cc(C)c1,0,0,104,97,102,97,101,100
CCCCn1c(N)c(N(CCOC)C(=O)C2CCCN(C(=O)c3ccc(Cl)cc3)C2)c(=O)[nH]c1=O (stereo unspecified),1,2,108,99,123,90,101,108
COc1cc(O)c(C(CCN2CCOCC2)c2ccc(N(C)C)cc2)c(OC)c1 (stereo unspecified),25,1,129,96,97,67,97,81
O=C(Nc1ccc(N2CCOCC2)cc1N1CCOCC1)c1ccc(F)cc1,-3,0,91,88,95,104,88,97
Cc1ccc(Cl)c(OCC(O)CN(CCO)CCO)c1 (stereo unspecified),6,0,97,95,84,100,97,115
COc1ccc(OC)c(-c2nnc3n2N=C(c2ccc(OC(F)F)c(OCC4CC4)c2)CS3)c1,-19,4,95,96,114,96,101,101
COc1ccc(C2C3=C(CC(C)(C)CC3=O)Nc3n[nH]c(C)c32)cc1 (stereo unspecified),7,1,102,98,109,103,107,102

# Given with two lines to a compound: two of the compounds above.
# Under each structure – VLA-4 inh, GRK2 aptamer HTS, LAP4 TOR yeast, RPL19A-GFP yeast, CR mimetic SO, CIT2 TOR yeast, MEP2 TOR yeast, AGP1-GFP MLPCN
Cc1cccc(-n2c(SCC(=O)N(C)C3CCS(=O)(=O)C3)nc3ccccc3c2=O)c1C (stereo unspecified)
→ 9, 0, 98, 92, 106, 85, 89, 101
c1ccc2sc(NC3=NCN(C4CCCCCC4)CN3)nc2c1
→ -2, 4, 95, 95, 96, 102, 103, 97

# More results
SMILES,VLA-4 inh,GRK2 aptamer HTS,LAP4 TOR yeast,RPL19A-GFP yeast,CR mimetic SO,CIT2 TOR yeast,MEP2 TOR yeast,AGP1-GFP MLPCN
CCOC(=O)c1[nH]c2ccccc2c1NC(=O)CN(C)C,14,2,99,95,110,96,106,96
CCOC(=O)CN(C(=O)CSc1nnc(CNc2ccc(F)cc2)n1C)c1ccccc1,8,0,92,94,104,93,90,92
Cc1cccc(-c2noc(CSc3ccccc3)n2)c1,-8,3,nt,94,109,94,97,91
CCCc1nnc(SCC(=O)N(CC)CC)n1CC1CCCO1 (stereo unspecified),14,0,107,96,104,94,91,102
CCOC(=O)Cn1cnc2scc(-c3ccc(C)c(C)c3)c2c1=O,-17,2,101,107,98,100,101,102
N#CC1=C(N)N2C(=C(C#N)C1c1ccc(Br)cc1)Nc1ccccc12 (stereo unspecified),-12,0,91,102,120,96,93,97
CCOc1cc(C2C(C(=O)OC)=CN(Cc3ccc(Cl)cc3)C=C2C(=O)OC)ccc1O,0,2,93,103,85,101,98,99

# Screens deposited in PubChem by NMMLSC.
